# HIV peptide binding: inhibitors of HIV fusion peptide binding, primary screen, biochemical, uHTS, fluorescence dequenching (AID 1986). hit rate 0.3% among 290,000. cell-free peptide binding, fluorescence dequenching, 30 min; higher % means a stronger effect. inhibition, % at 20 µM, or IC50 in µM where a hit was titrated; in the data active = inhibition mostly above about 52%, no sharp cut-off; inactive = mostly below about 76%; also: some results filed as inactive read as strong as hits
# GPR55 beta-arrestin: GPR55 agonists via beta-arrestin recruitment, primary screen, imaging, U2OS cells, beta-arrestin-GFP redistribution (AID 1961); U2OS GPR55 beta-arrestin-GFP redistribution imaging; higher % means a stronger effect; one-dose activation, % at 10 µM; EC50 in µM for titrated hits; hit rate 0.048% among 290,000;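 active = activation above 40% with more than 50 cells counted in the well; inconclusive = wells holding fewer than 50 cells, flagged as toxic or sparse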;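 also: U2OS osteosarcoma cells stably expressing GPR55 and beta-arrestin-GFP; plate controls were DMSO negative control for no effect and LPI positive control for full effect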
# Myeloid diff MLP: induction of myeloid progenitor differentiation, primary screen, cell-based, flow cytometry, MLPCN library; ER-HoxA9 myeloid progenitors, lysozyme-GFP differentiation; calls only at 10 µM; hit rate 1% among 360,000; AID 624256, 2012;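 active = normalized GFP-positive differentiation at or above the plate's own cutoff, the solvent-only control mean plus 3 SD; inconclusive = no clear call, values can overlap the other calls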;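 also: cells exposed to compound for four days before flow analysis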
# KOR beta-arrestin-1: KOR agonists, beta-arrestin recruitment, primary screen, cell-based, luminescence, uHTS (AID 1777); KOR beta-arrestin recruitment, luminescence; higher % means a stronger effect; one-dose activation, % at 10 µM; EC50 in µM for titrated hits; Kappa-type opioid receptor (Homo sapiens); hit rate 0.02% among 280,000; in the data active = activation above about 50%, passing the limit was not always enough; also: a part of the inactive calls stands beside numbers as strong as those of hits
# KOR beta-arrestin-2: KOR antagonists, beta-arrestin recruitment, cell-based, luminescence, uHTS (AID 1778) | KOR beta-arrestin recruitment, luminescence, antagonist mode; higher % means a stronger effect | hit rate 0.091% among 290,000 | Kappa-type opioid receptor (Homo sapiens) | one-dose inhibition, % at 10 µM; IC50 in µM for titrated hits; also: strong numbers were not always called active
# GPR55 antagonists: GPR55 antagonists blocking LPI-driven arrestin recruitment, primary screen, imaging, U2OS, beta-arrestin-GFP, LPI agonist (AID 2013). G-protein coupled receptor 55 (Homo sapiens). U2OS GPR55 beta-arrestin-GFP translocation imaging, LPI antagonism; higher % means a stronger effect. inhibition, % at 10 µM, or IC50 in µM where a hit was titrated. hit rate 0.13% among 290,000;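 active = spots per cell inhibited over 60%, with over 100 cells counted and total cytoplasm intensity under 500,000; inconclusive = wells with under 100 cells, flagged as likely toxic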;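 also: U2OS cells stably carrying GPR55 and arrestin-GFP stimulated by 5 µM LPI near EC80; imaged beta-arrestin-GFP aggregate spots per cell after agonist stimulation; plate controls were LPI-stimulated DMSO wells for no effect and DMSO wells without LPI for full effect; some results filed as inactive read as strong as hits; confirmed hits need IC50 under 10 µM and bright autofluorescent wells are also inconclusive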
# GPR35 arrestin U2OS: GPR35 antagonists blocking zaprinast-driven arrestin recruitment, primary screen, imaging, U2OS, beta-arrestin-GFP, zaprinast agonist (AID 2058) | G-protein coupled receptor 35 (Homo sapiens) | U2OS GPR35 beta-arrestin-GFP translocation imaging, zaprinast antagonism; higher % means a stronger effect | hit rate 0.052% among 290,000 | one-dose inhibition, % at 10 µM; IC50 in µM for titrated hits;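 active = inhibition of at least 50% with at least 30 cells and total cytoplasm GFP at most 10,000,000; inconclusive = under 30 cells or total GFP of 10,000,000 plus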
# NOD1 inhibition: NOD1 signaling inhibitors, primary screen, cell-based, luminescence, uHTS (AID 1578). NOD1-driven NF-kB luciferase reporter cells, luminescence; higher % means a stronger effect. inhibition, % at 4 µM, or EC50 in µM where a hit was titrated. hit rate 1% among 290,000; in the data active = inhibition mostly above about 36%, no sharp cut-off; inactive = mostly below about 34%;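 also: HEK-293T reporter cells stimulated with the NOD1 agonist gamma-tri-DAP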
# NOD2 inhibition: NOD2 signaling inhibitors, cell-based, luminescence, uHTS, HEK293 (AID 1566); HEK293 NOD2/NF-kB luciferase reporter, luminescence; higher % means a stronger effect; one-dose inhibition, % at 4 µM; EC50 in µM for titrated hits; hit rate 0.63% among 290,000; also: many of its hits are not listed in these tables
# Myeloid diff MLP GFP+ MAC1+ %: second read-out of Myeloid diff MLP, no call of its own (marks repeat the call); GFP+ MAC1+ double positive, %; measured here: differentiation confirmed by MAC1 staining
# Numbers without * were called inactive; i = inactive; ? = inconclusive; · = no result given; + = active, no number; & = joins results of further samples; [ ] = remark or other dose. Rule as the data show it, unless noted: active = inhibition above about 50%; inactive = the rest.
SMILES,HIV peptide binding,GPR55 beta-arrestin,Myeloid diff MLP,Myeloid diff MLP GFP+ MAC1+ %,KOR beta-arrestin-1,KOR beta-arrestin-2,GPR55 antagonists,GPR35 arrestin U2OS,NOD1 inhibition,NOD2 inhibition
Cc1ccnc(NS(=O)(=O)c2cccc3nsnc23)c1,0.0%,0.0%,i,0.9,1.4%,12%,20%,12%,-10%,24%
Cc1cc(S(=O)(=O)NC2CCCCC2)ccc1OCC(=O)NCc1ccccn1,-1.4%,-0.1%,i,0.7,-4.5%,13%,24%,8%,-2%,3%
Cc1ccc(CNC(=O)CN2C(=O)CSc3ccc(S(=O)(=O)N4CCCCC4)cc32)cc1,0.4%,-0.1%,i,3.0,1.4%,2%,2%,-8%,1%,12%
C/C(=N\NS(=O)(=O)c1ccc(C)cc1)c1ccc(Br)s1,2.0%,0.3%,i,7.5,-3.1%,-15%,4%,2%,-2%,14%
COc1cc(N/C=C(\C(C)=O)c2ccccc2)cc(OC)c1,-1.3%,-0.2%,i,0.6,-3.1%,25%,11%,16%,-17%,10%
Cc1ccc(-c2noc(COc3ccc4c(c3)OCO4)n2)cc1,0.5%,-0.4%,i,1.9,-3.8%,-2%,1%,-13%,-30%,-15%
COc1cc(OC)c(OC)cc1CNC(=O)c1ccc(COc2ccccc2)cc1,0.8%,-0.4%,i,0.2,19%,-21%,2%,-3%,33%,33%
COc1ccc(/C=C2/SC(=S)N(CCCC(=O)Nc3ccccc3C(=O)O)C2=O)cc1,52%,-0.1%,i,0.7,-0.8%,-12%,-2%,-11%,34%,27%
NC(N)=N/N=C/c1ccc2cccc(OCc3ccccc3)c2n1,-0.1%,-0.1%,i,1.0,-4.0%,19%,38%,1%,6%,11%
Cc1ccc(N(CC(=O)Nc2c(C)n(C)n(-c3ccccc3)c2=O)S(C)(=O)=O)cc1C,-2.4%,-0.3%,i,1.0,-1.7%,-19%,15%,1%,-16%,8%
COc1ccc(N2CCN(Cc3nc4c(c(=O)[nH]c(=O)n4C)n3Cc3cccc(Cl)c3)CC2)cc1,-2.4%,0.8%,+,9.9*,-1.6%,22%,2%,-10%,3%,17%
CC1=CC(C)(C)NC(=S)N1c1ccccc1C,-1.0%,-0.4%,i,0.7&0.6,6.1%,-30%,-10%,1%,38%,10%
N#C/C(=C/N1CCOCC1)c1ccccc1,-3.6%,-0.1%,i,1.1,1.0%,-30%,-24%,20%,21%,-9%
CCOc1ccc(NC(=O)C2CCN(S(=O)(=O)c3ccc4c(c3)NC(=O)C(C)S4)CC2)cc1 (stereo unspecified),1.9%,0.0%,i,1.7,4.3%,-37%,-1%,2%,12%,30%
COc1ccccc1C(=O)NNC(=O)c1ccccc1F,-3.0%,0.8%,i,0.3,-3.8%,22%,2%,-7%,-22%,-25%
Cc1onc(-c2ccccc2Cl)c1-c1nc(-c2ccncc2)no1,1.9%,-0.1%,i,1.8,·,-2%,16%,4%,7%,5%
O=C(Nc1ccc(S(=O)(=O)N2CCCCC2)cc1)c1ccccc1Cl,0.9%,0.3%,i,1.7,-1.7%,-35%,6%,12%,-9%,11%
O=C(c1ccco1)N1CCN(C(=O)c2cccs2)CC1,0.4%,-0.1%,i,6.5,8.9%,-14%,6%,4%,-6%,-10%
Cc1noc(C)c1CS(=O)(=O)Cc1ccc(Cl)cc1,1.5%,0.6%,i,0.2,-7.4%,3%,21%,-3%,-16%,25%
COc1ccccc1OCc1cc(C(=O)N2CCN(C)C(c3ccccc3)C2)no1 (stereo unspecified),-2.0%,0.0%,i,0.6,6.4%,0%,5%,-4%,-22%,-43%
COc1ccccc1CNC(=O)/C=C/c1ccc(Br)o1,24%,-0.2%,i,0.9,3.8%,-15%,5%,-11%,-28%,-2%
Cc1cc(C)c(C#N)c(SCC2COc3ccccc3O2)n1 (stereo unspecified),13%,-0.1%,i,0.5,-1.4%,-5%,10%,-8%,5%,0%
Nc1nonc1-n1nnc(C(=O)N/N=C/c2cccc(F)c2)c1-c1ccc2c(c1)OCO2,0.0%,-0.1%,i,5.0,-0.2%,14%,13%,10%,-15%,9%
CCCCC(=O)NC(=S)Nc1cccc(C(=O)O)c1,-1.7%,-0.1%,i,0.3,·,-17%[20 µM],15%,13%,-19%,-27%
CCN(CC)C(=O)c1sc2nc(-c3cccs3)cc(-c3cccs3)c2c1N,1.5%,5.1%,+,1.0*,1.4%,35%,2%,24%,0%,14%
COc1ccc(Nc2nc(N)nc(CSC(=S)N3CCCCC3)n2)cc1,-1.9%,-0.3%,i,0.5,-11%,24%,3%,-3%,-34%,-22%
CC(=O)c1cccc(NS(=O)(=O)c2cc(-c3cnc(C4CC4)o3)ccc2C)c1,2.0%,0.3%,?,·,4.2%,-53%,2%,16%,-2%,-8%
COc1ccc(C(c2nnnn2C(C)(C)C)N2CCN(C(=O)c3ccco3)CC2)cc1 (stereo unspecified),-0.4%,-0.2%,i,0.7,0.5%,-12%,2%,-6%,-4%,-6%
COC(=O)Nc1ccc2c(c1)N(C(=O)CCN1CCN3CCCC3C1)c1ccccc1CC2 (stereo unspecified),3.4%&-0.5%,-0.1%&-0.3%,i,1.0&0.2,0.1%&-1.8%,0%&-6%,4%&-3%,10%&14%,-32%&-13%,9%&25%
COc1ccc(-c2cn(Cc3ccc4c(c3)C(=O)c3ccccc3C4=O)nn2)cc1,-1.8%,-0.1%,i,1.6,11%,-101%[20 µM],5%,11%,-16%,-2%
O=C(Nc1ncc(Cc2ccccc2Cl)s1)c1ccc(-c2cccc([N+](=O)[O-])c2)o1,-0.3%,-0.2%,i,0.1,-0.3%,14%,-5%,19%,5%,-37%
COc1ccc2nc(SCC(=O)Nc3c(C)cc(C)cc3C)[nH]c2c1,0.2%,-0.1%,i,0.7,2.0%,-32%,7%,4%,3%,2%
Cn1c(=O)c2c(nc(NCc3ccc4c(c3)OCO4)n2Cc2ccccc2)n(C)c1=O,-1.3%,-0.5%,i,0.9,-2.2%,-7%,-1%,-12%,-21%,16%
COC(=O)C1=C(C)NC(=S)NC1c1ccc(-c2ccccc2C(=O)OC)o1 (stereo unspecified),-1.9%,-1.1%,i,0.3,-1.2%,-7%,15%,1%,-38%,4%
CCn1c(=O)cc(SCC(=O)Nc2cccc(SC)c2)c2ccccc21,-2.5%,-0.1%,i,1.3,-6.8%,26%,-1%,9%,-18%,13%
Cc1cc(C(=O)OCc2nc3ccccc3s2)c(C)o1,-1.9%,0.2%,i,0.7,5.9%,33%,9%,12%,-33%,0%
CCOC(=O)c1[nH]c(C)c(C(=O)NC2CCCCC2)c1C,-2.0%,-0.2%,i,2.4,-4.7%,-4%,0%,-14%,6%,7%
Cc1cc(/C=N\NC(=O)CC(=O)NC2CCCCC2)c(C)n1-c1cccc(Cl)c1Cl,-0.3%,0.3%,i,0.3,4.8%,21%,9%,-15%,3%,11%
O=C(O)c1cc(-c2ccc(Cl)c(Cl)c2)n(-c2ccc(F)cc2)n1,2.6%,-0.1%,i,0.2,-3.9%,9%,1%,-9%,-2%,9%
O=C(CSc1nnc(-c2ccccc2)n1Cc1ccccc1)N1CCOCC1,-0.1%,-0.2%,i,1.6,-1.9%,-12%,10%,-5%,15%,15%
CC(C)OCCCNC(=O)C(C)Oc1ccccc1 (stereo unspecified),-2.2%,-0.1%,i,1.1,-3.4%,5%,4%,-10%,-8%,4%
COc1ccc(-c2nsc(C(=O)N(c3ccc(F)cc3)C(C(=O)NC3CCCC3)c3ccc(OC)cc3)c2N)cc1 (stereo unspecified),0.8%,0.0%,i,1.5,2.9%,13%,6%,-1%,·,-14%
CCCn1nc(C(=O)OCC(=O)c2ccc3c(c2)NC(=O)CO3)c2ccccc2c1=O,-1.3%,-0.2%,i,0.8,0.9%,-6%,7%,0%,-40%,2%
COc1cc(OC)cc(-c2nnc(SCC(=O)N3CCOCC3)o2)c1,-2.4%,0.3%,i,1.0,-3.7%,9%,12%,-1%,-8%,10%
Cc1ccc2oc(C(=O)N(Cc3ccccc3)C3CCS(=O)(=O)C3)c(C)c2c1 (stereo unspecified),0.6%,0.0%,i,0.6,1.6%,-18%,4%,-22%,-28%,12%
COc1ccc(Br)cc1Cn1nnc(C(=O)Nc2ccc3c(c2)OCCO3)c1N,-1.4%,-0.1%,i,0.8,-1.8%,-8%,17%,10%,-13%,-54%
COc1ccc(O)c(CN2CCC(n3nccc3NC(=O)c3ccccc3Cl)CC2)c1,-1.2%,0.3%,i,1.7,-1.8%,12%,-2%,9%,-4%,17%
CCN(C(=O)c1ccc(N2CC3CC(C2)c2cccc(=O)n2C3)c(NC(=O)c2ccncc2)c1)c1cccc(C)c1 (stereo unspecified),-0.7%,-0.1%,?,·,8.7%,-20%,-27%,-2%,-10%,1%
CC(C)n1nnc(-c2ccc(OCc3ccccc3F)cc2)n1,0.2%,-0.2%,i,0.4,-4.6%,-23%[20 µM],13%,-10%,-41%,-35%
CCCCN(CCCC)c1ncnc2nc[nH]c12,-1.2%,0.5%,i,0.1,-2.6%,-5%[20 µM],-9%,-9%,84%*,16%
O=C(NC1CCCCCC1)c1ccc[nH]c1=S,0.2%,-0.3%,i,0.0,-2.1%,12%,-15%,-12%,12%,-17%
CCOC(=O)c1ccccc1Nc1cn(C(C)=O)c2ccccc12,21%,0.3%,+,3.0*,0.7%,-21%,-28%,6%,-4%,-18%
O=C1CN(C(=O)CNCc2ccc(Cl)cc2)c2ccccc2N1,-0.8%,-0.2%,i,0.2,5.5%,9%,1%,20%,-4%,2%
COc1ccc(-c2nnc(-c3cccnc3)o2)cc1OC,0.1%,0.1%,i,0.4,-0.1%,15%,4%,-10%,-21%,-5%
COc1ccc(C(c2nnnn2Cc2cccs2)N2CCN(c3ccccc3F)CC2)cc1 (stereo unspecified),1.9%,-0.3%,i,0.2,1.4%,21%,15%,-1%,-18%,-46%

# An excerpt. The share of hits here may be higher or lower than overall.
